Screening results: PubChem BioAssay, several laboratories
TRPC4 PAM: TRPC4 (mouse) allosteric potentiation; HEK293 TRPC4beta/mu-opioid, DAMGO EC20, Fluo-4 Ca2+ flux; hits give high values; B-score at 10 µM; actives 0.42% (n = 310,000); Q9QUQ5;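 active means B-score of calcium response area above 5 SD of library B-scores, with initial fluorescence ratio within 5 SD of library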;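 further: B-score of integrated fluorescence ratio over time as area under calcium response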
KCNQ1 act: potentiators or activators of human KCNQ1 potassium channel | P51787 | AID 2648 | CHO-K1 KCNQ1, thallium flux FluxOR fluorescence; hits give high values | B-score at 10 µM | actives 0.35% (n = 310,000);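 active means fluorescence ratio B-score, a plate-corrected score, at least three library SD, with initial intensity B-score within 5 SD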
Target sequence (P51787 whole entry, looked up): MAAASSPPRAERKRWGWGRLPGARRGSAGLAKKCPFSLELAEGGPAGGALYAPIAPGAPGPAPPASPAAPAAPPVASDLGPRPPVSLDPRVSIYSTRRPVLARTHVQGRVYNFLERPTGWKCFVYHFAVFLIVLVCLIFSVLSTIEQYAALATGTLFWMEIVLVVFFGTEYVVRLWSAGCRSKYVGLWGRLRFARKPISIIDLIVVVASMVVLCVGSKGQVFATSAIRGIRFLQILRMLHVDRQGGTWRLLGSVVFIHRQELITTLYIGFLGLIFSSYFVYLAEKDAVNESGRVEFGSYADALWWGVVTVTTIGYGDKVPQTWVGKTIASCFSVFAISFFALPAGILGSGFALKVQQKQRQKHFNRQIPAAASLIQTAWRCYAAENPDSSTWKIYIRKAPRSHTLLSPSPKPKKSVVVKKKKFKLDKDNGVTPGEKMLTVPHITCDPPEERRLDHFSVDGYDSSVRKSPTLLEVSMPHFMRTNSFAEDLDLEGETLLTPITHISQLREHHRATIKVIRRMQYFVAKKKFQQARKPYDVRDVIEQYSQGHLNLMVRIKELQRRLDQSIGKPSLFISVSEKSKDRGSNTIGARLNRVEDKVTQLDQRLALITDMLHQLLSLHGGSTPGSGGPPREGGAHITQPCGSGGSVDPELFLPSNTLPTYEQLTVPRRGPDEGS
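assay system = KCNQ1-transfected CHO-K1 cells | medium = assay buffer with matched DMSO | probe or stimulus = depolarizing K+/Tl+ stimulus, K2SO4 and Tl2SO4 each 12.5 mM in 5x stock | dosing = single dose | incubation = dye 90 min, compound 20 min, room temperature | detection = kinetic FluxOR fluorescence, 10 s baseline plus 110 s post-stimulus | evaluation = ratio B score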
KCNK9 inh: blocks the human KCNK9 two-pore domain potassium channel; B-score at 10 µM; Q9NPC2; actives 1.2% (n = 310,000); HEK293 KCNK9, FluxOR thallium flux fluorescence; hits give low values;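 active means ratio B-score over 3 SD below the library mean, with starting fluorescence within 5 SD of its mean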;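 further: negative B-score means less thallium flux so channel inhibition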
PolyA inhibitor: blocks polyadenylation in yeast reporter cells; S. cerevisiae SKY197-pL101 polyadenylation reporter, beta-gal luminescence; efflux-impaired pdr1/pdr3 knockout yeast; score 100 = 6 SD above DMSO; calls only at 12 µM; actives 0.02% (n = 300,000); AID 1875;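 active means lowest replicate activity score at least 50, where 100 means six control SD above control mean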;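 further: yeast exposed to compound for 9 h at 30 °C; higher score means more reporter readthrough which indicates perturbed polyadenylation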
hERG rescue: compounds protecting human hERG from proarrhythmic drug block. Q12809. activation (rescue from dofetilide block), less the hit threshold, % at 10 µM. actives 0.51% (n = 310,000). CHO-hERG, FluxOR thallium flux, dofetilide IC70 present;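 active means activation above the mean of controls blocked by dofetilide plus 5 SD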;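 further: thallium influx through hERG after potassium depolarization seen as dye fluorescence rise; in these data hits start at about 4.7%; inactives centre near -7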
TRPC4 inh: TRPC4 (mouse) channel inhibition | HEK293 TRPC4beta/mu-opioid, DAMGO-evoked Fluo4 calcium flux; hits give low values | B-score at 10 µM | actives 0.39% (n = 300,000);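 active means B-score over 3 SD under the library average, no early fluorescence shift, positive overall ratio signal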
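material = TRPC4beta/mu-opioid receptor HEK293 cell line | probe or stimulus = sequential submaximal and maximal DAMGO stimulation | compound dosing = one concentration per compound | measured by = Fluo4 Ca2+ flux fluorescence | evaluation = integrated fluorescence ratio relative to baseline, converted to per-well B score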
TRPC4 agonist: TRPC4 (mouse) channel activation; Q9QUQ5; HEK293 TRPC4beta/mu-opioid, Fluo4 calcium fluorescence; hits give high values; B-score at 10 µM; actives 0.49% (n = 310,000);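 active means B-score above 5 SD of library B-scores, and initial fluorescence ratio not above library mean plus 5 SD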;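 further: positive B-score marks a calcium rise read as TRPC4 activation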
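Assay system: HEK293 stable line with TRPC4beta plus mu-opioid receptor; schedule: 45 min room-temperature Fluo4 loading, 110 s read; technique: kinetic Fluo4 calcium fluorescence; evaluation: integrated baseline-normalised fluorescence ratio, converted to per-well B score; controls: buffer (low) and maximal DAMGO (high)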
DYRK1A inh: blocks rat Dyrk1A kinase activity; ADP-Glo luminescence, NFATc1 peptide; Q63470; inhibition, % at 12.5 µM; actives 0.43% (n = 310,000); in the data active means inhibition above about 50%;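 further: plate controls were vehicle with enzyme for no effect and no enzyme for full effect; many of its hits are not listed in these tables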
KCNQ1 block: human KCNQ1 channel inhibition; AID 2642; B-score at 10 µM; actives 1.3% (n = 310,000); P51787; CHO-K1 KCNQ1, FluxOR thallium flux fluorescence; hits give high values;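 active means compounds whose thallium flux B-score, printed positive for inhibition, exceeds three library SD while starting fluorescence stays within three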;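 further: channel opened by potassium depolarization with thallium stimulus after 20 min compound exposure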
KCNK3 block: human KCNK3 channel inhibition, primary screen | actives 0.84% (n = 340,000) | B-score at 10 µM | O14649 | CHO-KCNK3 thallium flux, FluxOR fluorescence; hits give low values | AID 602410;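 active means B-score under library mean minus 4 SD, starting fluorescence ratio at most library mean plus 5 SD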;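 further: more negative B-score means stronger inhibition of thallium flux through KCNK3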
Platelet DG rel: platelet dense granule release activity; human platelet-rich plasma, SFLLRN dense granule ATP release, luminescence; inhibition, %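 (compounds screened at 7.5 µM in platelet-rich plasma)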; actives 0.22% (n = 300,000); AID 1663;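 active means mean replicate score, as percent of positive control, at or above 50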
Numbers without * were called inactive; i = inactive; nt = not tested or not shown. The list is partial. The share of hits here may be higher or lower than overall.

SMILES	TRPC4 PAM	KCNQ1 act	KCNK9 inh	PolyA inhibitor	hERG rescue	TRPC4 inh	TRPC4 agonist	DYRK1A inh	KCNQ1 block	KCNK3 block	Platelet DG rel
CC(C)(C)C(=O)OCC12CCC(O1)C1(C)C(=O)OCC21 (stereo not given)	i	i	i	i	-5	i	i	-6	i	i	5
CCOc1ccc(CC2C(=O)NC(=O)N(c3ccc(CC)cc3)C2=O)cc1 (stereo not given)	i	i	i	i	-6	i	i	-1	i	i	-1
Cc1ccc(N2C(=O)CC(=O)NC2=O)cc1Cl	i	i	i	i	-2	i	i	12	i	i	-16
Oc1cc(Cl)ccc1Oc1ccc(Cl)cc1Cl	i	i	-7.3*	i	-6	i	i	3	9*	i	1
O=C(Cc1ccc(Cl)cc1)NCCN1CCN(C(=O)Cc2ccc(Cl)cc2)CC1	i	i	i	i	-8	i	i	2	i	i	-4
C(=NC12CN3CN(CN(C3)C1)C2)c1cccnc1	i	i	i	i	-14	i	i	-3	i	i	1
Cc1c(C=O)c2ccccc2n1Cc1ccccc1F	i	i	i	i	-9	i	i	22	i	i	-5
COc1ccc(CN2C(=O)NC(=O)/C(=C\c3ccc(OC)c(OC)c3OC)C2=O)cc1	i	i	i	i	-8	i	i	41	i	i	-1
O=c1[nH]c(O)c(C=Nc2ccccc2[N+](=O)[O-])c(=O)[nH]1	i	i	i	i	-2	i	i	nt	i	nt	5
CNCC(O)c1cc(OCc2ccccc2)c(OCc2ccccc2)cc1F (stereo not given)	i	i	i	i	-16	i	i	0	i	i	-9
CCOC(=O)c1c(NC(=O)C(c2ccccc2)c2ccccc2)sc2c1C1CCN2CC1	i	i	i	i	-2	i	i	-2	i	i	-5
Cn1cccc1CNCCc1ccc(F)cc1	i	i	i	i	-3	i	i	-8	i	i	2
COc1ccc(-n2c(O)c(C(C)=NC3CC3)c(=O)[nH]c2=O)cc1	i	i	i	i	-2	i	i	2	i	i	-3
O=C1NC(=O)C2(Cc3ccccc3N3CCCC32)C(=O)N1c1ccccc1 (stereo not given)	i	i	i	i	-15	i	i	4	i	i	-1
COC(=O)C1=C(c2ccc(S(C)(=O)=O)cc2)C[C@@H]2CC[C@H]1N2C(=O)N1CCCC1	i	i	i	i	-5	i	i	-7	i	i	3

In the list so far, 2 contain sulfur:
SMILES	TRPC4 PAM	KCNQ1 act	KCNK9 inh	PolyA inhibitor	hERG rescue	TRPC4 inh	TRPC4 agonist	DYRK1A inh	KCNQ1 block	KCNK3 block	Platelet DG rel
CCOC(=O)c1c(NC(=O)C(c2ccccc2)c2ccccc2)sc2c1C1CCN2CC1	i	i	i	i	-2	i	i	-2	i	i	-5
COC(=O)C1=C(c2ccc(S(C)(=O)=O)cc2)C[C@@H]2CC[C@H]1N2C(=O)N1CCCC1	i	i	i	i	-5	i	i	-7	i	i	3

Next structures.
SMILES	TRPC4 PAM	KCNQ1 act	KCNK9 inh	PolyA inhibitor	hERG rescue	TRPC4 inh	TRPC4 agonist	DYRK1A inh	KCNQ1 block	KCNK3 block	Platelet DG rel
O=C1C2CCCN2C(c2ccccc2)N1c1ccccn1 (stereo not given)	i	i	i	i	-11	i	i	1	i	i	-8
COC(=O)Cn1cc(C(=O)c2ccccc2F)c2ccccc21	i	i	i	i	-7	i	i	16	i	i	-2
CCCCCn1cc(C(=O)C(=O)N2CCOCC2)c2ccccc21	i	i	i	i	-8	i	i	6	i	i	-20
O=C(c1ccc(F)cc1Cl)N1CCC2(CC1)OCCO2	i	i	i	i	-9	i	i	-3	i	i	-12
COc1cccc(N(C(C)=O)C2=NCCCS2)c1	i	i	i	i	-3	i	i	-1	i	i	0
Cn1c(=O)[nH]c2nncnc2c1=O	i	i	i	i	-11	i	i	1	i	i	24
COc1ccccc1OCC#CCN1CCOCC1	i	i	i	i	-7	i	i	-3	i	i	0

Some of the entries above in a different format:
canonical_smiles: O=C(c1ccc(F)cc1Cl)N1CCC2(CC1)OCCO2
  TRPC4 PAM = i | KCNQ1 act = i | KCNK9 inh = i | PolyA inhibitor = i | hERG rescue = -9 | TRPC4 inh = i | TRPC4 agonist = i | DYRK1A inh = -3 | KCNQ1 block = i | KCNK3 block = i | Platelet DG rel = -12

canonical_smiles: COc1cccc(N(C(C)=O)C2=NCCCS2)c1
  TRPC4 PAM = i | KCNQ1 act = i | KCNK9 inh = i | PolyA inhibitor = i | hERG rescue = -3 | TRPC4 inh = i | TRPC4 agonist = i | DYRK1A inh = -1 | KCNQ1 block = i | KCNK3 block = i | Platelet DG rel = 0

Given with bars between the fields: part of the list above.
SMILES | TRPC4 PAM | KCNQ1 act | KCNK9 inh | PolyA inhibitor | hERG rescue | TRPC4 inh | TRPC4 agonist | DYRK1A inh | KCNQ1 block | KCNK3 block | Platelet DG rel
COc1ccc(-n2c(O)c(C(C)=NC3CC3)c(=O)[nH]c2=O)cc1 | i | i | i | i | -2 | i | i | 2 | i | i | -3
O=C1NC(=O)C2(Cc3ccccc3N3CCCC32)C(=O)N1c1ccccc1 (stereo not given) | i | i | i | i | -15 | i | i | 4 | i | i | -1
COC(=O)C1=C(c2ccc(S(C)(=O)=O)cc2)C[C@@H]2CC[C@H]1N2C(=O)N1CCCC1 | i | i | i | i | -5 | i | i | -7 | i | i | 3
O=C1C2CCCN2C(c2ccccc2)N1c1ccccn1 (stereo not given) | i | i | i | i | -11 | i | i | 1 | i | i | -8

Gathered by group, those above containing four or more nitrogen atoms.
SMILES	TRPC4 PAM	KCNQ1 act	KCNK9 inh	PolyA inhibitor	hERG rescue	TRPC4 inh	TRPC4 agonist	DYRK1A inh	KCNQ1 block	KCNK3 block	Platelet DG rel
C(=NC12CN3CN(CN(C3)C1)C2)c1cccnc1	i	i	i	i	-14	i	i	-3	i	i	1
O=c1[nH]c(O)c(C=Nc2ccccc2[N+](=O)[O-])c(=O)[nH]1	i	i	i	i	-2	i	i	nt	i	nt	5
Cn1c(=O)[nH]c2nncnc2c1=O	i	i	i	i	-11	i	i	1	i	i	24
